Compound activity: PubChem, several laboratories
IEC-6 tox: counter-screen for KLF5 inhibitors: cytotoxicity in IEC-6 cells; IEC-6 cytotoxicity, luminescence viability; inhibition, % at 5 µM; actives 0.78% (n = 290,000); AID 1825; in the data active means inhibition above about 22%;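 further: 0% = plate median of test compound wells and 100% = cytotoxic reference compound wells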
SKKanGAS inh: inhibitors of SKKanGAS S. pyogenes growth in kanamycin (SK-promoter or general growth effect) | BacTiter-Glo, 6 h | inhibition, % at 7.5 µM | actives 1.3% (n = 300,000) | AID 1662;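 active means mean replicate score, as percent of positive control median, at least 50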;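 further: strain carries kanamycin resistance gene driven by streptokinase promoter and grows in 40 µg/ml kanamycin; loss of luminescence reflects streptokinase promoter inhibition or plain growth inhibition; 0% = median of DMSO wells and 100% = positive control at its reference dose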
TRPC4 agonist: opens the mouse TRPC4 cation channel; Q9QUQ5; HEK293 TRPC4beta/mu-opioid, Fluo4 calcium fluorescence; hits give high values; B-score at 10 µM; actives 0.49% (n = 310,000); AID 2237;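 active means B-score above 5 SD of library B-scores, and initial fluorescence ratio not above library mean plus 5 SD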;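 further: positive B-score marks a calcium rise read as TRPC4 activation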
Target sequence (Q9QUQ5 whole entry, looked up): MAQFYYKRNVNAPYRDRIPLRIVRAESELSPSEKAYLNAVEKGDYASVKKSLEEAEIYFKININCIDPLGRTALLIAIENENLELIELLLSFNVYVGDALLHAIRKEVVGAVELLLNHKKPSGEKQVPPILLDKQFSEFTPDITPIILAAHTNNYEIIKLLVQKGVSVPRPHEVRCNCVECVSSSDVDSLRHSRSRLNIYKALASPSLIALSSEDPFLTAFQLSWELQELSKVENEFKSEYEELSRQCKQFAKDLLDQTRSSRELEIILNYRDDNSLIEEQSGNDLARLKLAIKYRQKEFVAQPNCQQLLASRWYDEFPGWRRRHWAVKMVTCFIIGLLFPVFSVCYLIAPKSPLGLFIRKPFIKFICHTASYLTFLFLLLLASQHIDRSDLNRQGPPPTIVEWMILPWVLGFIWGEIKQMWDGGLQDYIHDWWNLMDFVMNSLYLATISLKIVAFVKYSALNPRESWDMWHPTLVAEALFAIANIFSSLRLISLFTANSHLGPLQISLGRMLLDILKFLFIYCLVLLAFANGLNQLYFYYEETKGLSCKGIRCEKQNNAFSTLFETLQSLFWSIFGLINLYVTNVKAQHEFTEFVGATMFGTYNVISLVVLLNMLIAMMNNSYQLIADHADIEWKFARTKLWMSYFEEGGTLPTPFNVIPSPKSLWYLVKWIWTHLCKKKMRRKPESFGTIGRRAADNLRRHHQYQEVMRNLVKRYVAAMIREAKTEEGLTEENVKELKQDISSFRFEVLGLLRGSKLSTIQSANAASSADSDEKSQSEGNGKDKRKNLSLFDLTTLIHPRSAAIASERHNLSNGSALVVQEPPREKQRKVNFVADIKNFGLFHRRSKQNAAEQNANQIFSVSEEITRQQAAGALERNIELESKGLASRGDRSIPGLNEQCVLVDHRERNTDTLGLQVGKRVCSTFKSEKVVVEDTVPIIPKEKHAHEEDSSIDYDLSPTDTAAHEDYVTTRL
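Technique: kinetic Fluo4 calcium fluorescence; Test system: TRPC4beta and mu-opioid receptor HEK293 stable cells; Measure: B-scored integrated calcium fluorescence ratio; Benchmarks: low control buffer alone, high control maximal DAMGO; Schedule: 45 min room-temperature Fluo4 loading, 110 s read.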
TRPC6 act: mouse TRPC6 channel activation. AID 2550. B-score at 10 µM. HEK293-TRPC6 membrane potential dye fluorescence; hits give high values. Q61143. actives 0.13% (n = 310,000);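 active means B-score of the integrated fluorescence ratio above library mean plus 3 SD, and starting fluorescence ratio within library mean plus 5 SD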;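 further: higher score means more depolarization so channel activation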
TRPC6 inhibitor: mouse TRPC6 channel inhibition | Q61143 | HEK293-TRPC6, membrane potential dye, ACh-evoked depolarization; hits give low values | B-score at 10 µM | actives 1.1% (n = 310,000);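 active means B-score under library mean minus 3 SD, initial fluorescence not abnormally high, positive integrated signal ratio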;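 further: B-score derived from integrated fluorescence ratio over the kinetic read; more negative B-score means stronger inhibition of depolarization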
HIF act: HIF pathway transcriptional activation | AID 1910 | actives 0.32% (n = 300,000) | activation, % at 7.5 µM (by protocol) | U2OS HRE-luciferase reporter, luminescence; normalized: DMSO 0%, desferrioxamine 100%;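 active means mean activation of at least 10% of the iron chelator positive control signal, with at least half of replicates also reaching 10%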
aSyn UTR inh: 5' untranslated region of α-synuclein, MLPCN primary screen. alpha-synuclein 5'UTR reporter, inhibitor activity. inhibition, % (tested at 7.5 µM). actives 0.82% (n = 300,000); in the data active means inhibition above about 60%;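 further: H4 neuroglioblastoma cells stably carrying SNCA 5'UTR luciferase fusion; 0% = DMSO wells and 100% = positive control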
TRPC4 inh: inhibitors of mouse TRPC4 channel; Q9QUQ5; HEK293 TRPC4beta/mu-opioid, DAMGO-evoked Fluo4 calcium flux; hits give low values; B-score at 10 µM; actives 0.39% (n = 300,000);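 active means B-score over 3 SD under the library average, no early fluorescence shift, positive overall ratio signal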
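System: stable TRPC4beta/mu-opioid receptor HEK293 cells; Dosing: single-point compound dosing; Measured by: Fluo4 Ca2+ flux fluorescence; Read-out basis: per-well B score of integrated baseline-normalized Fluo4 ratio.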
KLF5 inhibitor: kruppel-like factor 5 inhibition | DLD-1 KLF5 promoter-luciferase reporter, luminescence | inhibition, % at 5 µM | actives 0.23% (n = 290,000);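 active means inhibition above a per-plate limit of that plate's mean compound inhibition plus 3 SD, cut at about 60% in these data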;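 further: 0% = DMSO wells and 100% = LY294002 at 200 µM; higher means less KLF5 promoter-driven luciferase light; inactives centre near -14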
TRPC4 PAM: allosteric potentiators of mouse TRPC4 channel; Q9QUQ5; actives 0.42% (n = 310,000); AID 2227; HEK293 TRPC4beta/mu-opioid, DAMGO EC20, Fluo-4 Ca2+ flux; hits give high values; B-score at 10 µM;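 active means B-score of calcium response area above 5 SD of library B-scores, with initial fluorescence ratio within 5 SD of library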;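 further: B-score of integrated fluorescence ratio over time as area under calcium response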
MrgX1 antagonist: blocks BAM8-22 activation of human MrgX1 receptor. Q96LB2. MRGX1-HEK293 calcium flux, Fluo-4, BAM8-22 antagonism; hits give low values. B-score at 10 µM. actives 1.3% (n = 310,000);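 active means calcium-response B-score plate-corrected more than 3 library SD below zero, starting fluorescence within 5 deviations, no agonist response on first addition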;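 further: peak minus trough fluorescence over baseline after final BAM8-22 challenge near maximal dose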
The depositor's hits bear a star; i = inactive; x = no result given.

SMILES	IEC-6 tox	SKKanGAS inh	TRPC4 agonist	TRPC6 act	TRPC6 inhibitor	HIF act	aSyn UTR inh	TRPC4 inh	KLF5 inhibitor	TRPC4 PAM	MrgX1 antagonist
O=C(COc1ccc([N+](=O)[O-])cc1)Nc1ccc(C(=O)Nc2ccccc2C(=O)O)cc1	-2	7	i	i	i	-0.4	1	i	-56	i	i
CC(=O)c1cccc(NC(=O)N2CCCC2C(=O)NCc2ccc(F)cc2)c1 (stereo not drawn)	-2	0	i	i	i	2.8	-8	i	-1	i	i
CCOc1ccc(CN2CCNC(=O)C2CC(=O)N(C)CC2CCOCC2)cc1 (stereo not drawn)	-3	-6	i	i	i	-0.3	10	i	-5	i	i
CC1=C(C(=O)OCC2CCCO2)C(c2ccsc2)C2=C(CC(C)(C)CC2=O)N1 (stereo not drawn)	5	1	i	i	i	0.9	8	i	-22	i	i
CCOC(=O)CNC(=O)CSc1nnc(-c2ccccc2OC)n1CC	-2	-3	i	i	i	0.0	38	i	-32	i	i
COc1ccc(-c2nc(SCC(=O)N3CCCC3)n[nH]2)cc1	-6	-1	i	i	i	0.3	-11	i	-9	i	i
COc1ccc(Cc2nc3ccc(C(=O)N(C)Cc4nccs4)cc3o2)cc1OC	-4	4	i	i	i	0.3	1	i	-36	i	i
CCOc1ccccc1-c1nnc(CS(=O)(=O)c2ccccc2)o1	5	-14	i	i	i	-9.3	10	i	-52	i	i
Cc1cccc(CCNCc2c(C(=O)O)c(C)n(-c3ccccc3)c2C)c1	-1	2	i	i	i	-1.7	9	i	-19	i	i
Cc1nn(CC(=O)Nc2ccc3c(c2)nc(CCN2CCCCC2)n3C)c(=O)c2ccccc12	1	-2	i	i	i	0.6	18	i	16	i	i
C=CCC(O)(CC=C)CNC(=O)c1ccc(OC)c(OC2CCN(C(C)=O)CC2)c1	-3	1	i	i	i	-17	-5	i	-69	i	i
C/C(=N\NC(=S)Nc1cc(S(=O)(=O)N2CCOCC2)ccc1Cl)c1ccc(N2CCOCC2)cc1	5	16	i	i	i	-0.1	11	i	-29	i	i
Cc1c(C(=O)NCCc2ccccc2)oc2ccccc12	-6	4	i	i	i	2.4	-69	i	-136	22*	i
COc1cccc(/C=C2\CCC(C3CCCC3)C2=O)c1 (stereo not drawn)	-2	9	i	i	i	3.6	-99	i	-98	i	i
C=CCNc1nnc(Cc2ccc(F)cc2)c(=O)[nH]1	2	-2	i	i	i	-0.3	5	i	-6	i	i
CN(CC(=O)N1CCc2ccccc21)S(=O)(=O)c1ccc(Br)s1	1	8	i	i	i	0.4	5	i	-16	i	i
C=CCNC(=O)c1cc(Cl)ccn1	-5	3	i	i	i	-0.3	5	i	-9	i	i
CS(=O)(=O)N1c2ccccc2[C@@]2(Br)C[C@H]3C(=O)N[C@@H](Cc4ccccc4)C(=O)N3[C@@H]12	x	-2	i	i	i	0.2	0	i	x	i	i
O=C(CSc1nnc(-c2ccncc2)n1-c1ccccc1)NC1CC1	0	26	i	i	i	-0.2	12	i	-21	i	i
Cc1nnc(NC(=O)C(C)Sc2nnc(CNC(=O)c3ccccc3F)n2C)s1 (stereo not drawn)	x	-8	i	i	i	-42	-8	i	x	i	i
COc1cc(C2C(C#N)=C(N)Oc3cc(C)oc(=O)c32)cc2c1OCO2 (stereo not drawn)	-3	0	i	i	i	-0.3	-14	i	-14	i	i
CC(C)CNC(=O)c1coc(=O)c(Br)c1	5	-1	i	i	i	3.3	-87	i	16	i	i
Cc1cccc2c(N=Nc3ccc(S(=O)(=O)Nc4cccc(Cl)c4)cc3[N+](=O)[O-])c(O)[nH]c12	2	-3	i	i	i	0.0	12	i	-26	i	i
CCN(CC)S(=O)(=O)c1ccc(C)c(NC(=O)COC(=O)C=C(C)C)c1	2	-10	i	i	i	-0.2	8	i	4	i	i
CCOC(=O)C1CCCN(S(=O)(=O)CCNC(=O)c2cccc(OC)c2)C1 (stereo not drawn)	x	-9	i	i	i	-0.2	0	i	x	i	i

Of the compounds above, these have an aryl thioether with sulfur outside any ring.
SMILES	IEC-6 tox	SKKanGAS inh	TRPC4 agonist	TRPC6 act	TRPC6 inhibitor	HIF act	aSyn UTR inh	TRPC4 inh	KLF5 inhibitor	TRPC4 PAM	MrgX1 antagonist
CCOC(=O)CNC(=O)CSc1nnc(-c2ccccc2OC)n1CC	-2	-3	i	i	i	0.0	38	i	-32	i	i
COc1ccc(-c2nc(SCC(=O)N3CCCC3)n[nH]2)cc1	-6	-1	i	i	i	0.3	-11	i	-9	i	i
O=C(CSc1nnc(-c2ccncc2)n1-c1ccccc1)NC1CC1	0	26	i	i	i	-0.2	12	i	-21	i	i
Cc1nnc(NC(=O)C(C)Sc2nnc(CNC(=O)c3ccccc3F)n2C)s1 (stereo not drawn)	x	-8	i	i	i	-42	-8	i	x	i	i

Continued:
SMILES	IEC-6 tox	SKKanGAS inh	TRPC4 agonist	TRPC6 act	TRPC6 inhibitor	HIF act	aSyn UTR inh	TRPC4 inh	KLF5 inhibitor	TRPC4 PAM	MrgX1 antagonist
Oc1cccc(C=NCc2ccccc2)c1	-4	-4	i	i	i	-1.0	-3	i	-30	i	i
Cc1ccc2nc3c(nc2c1C)C(O)=C3O	-4	0	i	i	i	0.8	-6	i	-2	i	i
COc1ccc(N2CCN(C(CNC(=O)C(C)C)c3ccc4c(c3)OCO4)CC2)cc1 (stereo not drawn)	-3	-5	51*	i	i	0.3	2	i	4	i	i
COc1cc(/C=C/C(=O)OCC(=O)NCc2ccccc2OC)ccc1O	x	-5	i	i	i	-0.6	-12	i	x	i	i
CCCCc1ccc(NC(=O)CSCc2cc(=O)[nH][nH]2)cc1	-3	5	i	i	i	0.0	-17	i	-12	i	i
COc1cccc(N2C(=O)CC(c3c[nH]c4ccccc34)C2=O)c1 (stereo not drawn)	4	-3	i	i	i	0.9	-19	i	3	i	i
CN1CCN(C(=O)c2ccccc2NC(=O)c2ccccc2)CC1	-3	9	i	i	i	-0.6	-6	i	-36	i	i
CC(=O)Nc1ccc(S(=O)(=O)Nc2cc(-c3ccccc3)nn2C)cc1	1	-12	i	i	i	-0.2	-1	i	-24	i	i
CC(C)N1CCc2c(sc(NC(=O)c3cc4cc([N+](=O)[O-])ccc4s3)c2C(N)=O)C1	-1	10	i	i	i	-0.1	-59	i	-11	i	x
Cn1nc([N+](=O)[O-])nc1Oc1ccccc1C(=O)N1CCOCC1	-2	6	i	i	i	0.0	1	i	-23	i	i
CC1Cc2nc(SCC(=O)N3CCN(c4ccccc4)CC3)n(CCc3ccccc3)c(=O)c2S1 (stereo not drawn)	8	33	i	i	i	0.0	7	i	0	i	i
CC(=O)N(C(C)=O)c1nc2nc(C)cc(C)n2n1	0	0	i	i	i	-0.5	-23	i	-8	i	i
CCOc1ccc(OCCC(=O)N(CC)CC(=O)NCc2ccc(Cl)cc2)cc1	x	0	i	i	i	0.3	-7	i	x	i	i
Cn1[nH]c(C(F)(F)F)c(C=NCc2ccc(Cl)cc2)c1=O	-11	-1	i	i	i	-0.2	22	i	-2	i	i
CC1CCCN(c2ccc(C(=O)Nc3ccc4c(c3)OCO4)cc2[N+](=O)[O-])C1 (stereo not drawn)	5	24	i	i	i	0.3	-28	i	-5	i	i
COc1cccc(C(=O)N/N=C/c2ccc(OC3CSC3)cc2)c1	6	-3	i	i	i	0.9	-6	i	-25	i	i
COC(=O)C1(NC(=O)NC23CC4CC(CC(C4)C2)C3)CCCCC1	6	-5	i	i	i	0.1	19	i	3	i	i
Cc1noc(C)c1C(=O)Nc1sc(C)c(-c2ccccc2)c1C#N	3	11	i	i	i	-0.3	16	i	-1	i	i
CCc1nnc(NS(=O)(=O)c2ccc(NC(=O)c3ccco3)cc2)s1	2	0	i	i	i	-6.3	5	i	-10	i	i
CCC(C)NS(=O)(=O)c1ccc(NC(=O)C2CCN(C(=O)c3ccco3)CC2)cc1 (stereo not drawn)	0	8	i	i	i	-0.1	-4	i	-36	i	i
CCOC(=O)Cc1csc(NC(=O)CSc2nc(=O)[nH]c3c2CCCC3)n1	x	-2	i	i	i	0.2	7	i	x	i	i
COc1ccc(C(=O)N2CC=C(c3ccccc3)CC2)cc1S(=O)(=O)N1CCOCC1	4	7	i	i	i	0.3	-1	i	-11	i	i
Cc1nc2c3ccccc3nc(NNC(=O)CCC(=O)N3CCN(c4ccc(F)cc4)CC3)n2n1	2	2	i	i	i	0.2	0	i	-9	i	i
CC1=CN2C(=N)/C(=C/c3ccc(Sc4ccc(C)cc4)o3)C(=O)N=C2S1	1	-2	i	i	i	0.4	-78	i	-20	i	i
CCc1cc2c(-c3ccccc3)cc(=O)oc2cc1OC(=O)c1cccs1	-6	x	i	i	i	0.1	2	i	-27	i	i

New compounds follow
SMILES	IEC-6 tox	SKKanGAS inh	TRPC4 agonist	TRPC6 act	TRPC6 inhibitor	HIF act	aSyn UTR inh	TRPC4 inh	KLF5 inhibitor	TRPC4 PAM	MrgX1 antagonist
O=C(Nc1cccc(NC(=O)c2ccco2)c1)c1ccc2c(c1)OCO2	4	-7	i	i	i	0.7	-54	i	-27	i	i
COc1ccc(C)cc1NC(=O)C1CCN(S(=O)(=O)c2cccc3cccnc23)CC1	0	-1	i	i	i	x	10	i	-10	i	i
COc1cccc(C2=NOC(C(=O)N3CCN(Cc4ccccc4)CC3)C2)c1OC (stereo not drawn)	2	-3	i	i	i	0.0	12	i	-25	i	i
CCOC(=O)OC(C)OC1=C(C(=O)Nc2ccccn2)N(C)S(=O)(=O)c2ccccc21 (stereo not drawn)	x	-3	i	i	i	0.2	9	i	x	i	i
CCOc1ccc(Nc2nc(Cc3nnc(SCC(=O)O)o3)cs2)cc1	0	-3	i	i	i	-0.1	-16	i	8	i	i
Cc1ccc(S(=O)(=O)N2CCOC23CCN(S(=O)(=O)c2cccs2)CC3)cc1	x	-1	i	i	i	-16	16	i	x	i	i
CCc1ccc(NC2Nc3cc(C)nn3S2)cc1 (stereo not drawn)	-4	0	i	i	i	2.5	-79	i	-142	i	i
Cc1cccc(NC(=S)NCCC(c2ccccc2)c2ccccc2)c1	-1	11	i	i	i	-0.3	-18	i	-23	i	i
